# ADAM10 inh: inhibitors of human ADAM10 | 370,000 compounds, 0.62% hits | recombinant ADAM10, EDANS/DABCYL FRET peptide cleavage, 3 h | inhibition, % at 7 µM | O14672;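 active means inhibition above a per-campaign cutoff equal to the mean of compounds falling between control-based bounds plus 3 SD, cut at about 20% in these data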;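 further: 0% = DMSO wells while the 100% control is not disclosed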
# ADAM17 inh: inhibitors of human ADAM17; recombinant ADAM17, EDANS/DABCYL FRET peptide cleavage; inhibition, % at 6.95 µM; 370,000 compounds, 0.83% hits;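 active means inhibition above the mean of compounds lying between control limits plus 3 SD, set per campaign, cut at about 8.5% in these data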;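 further: 0% = DMSO-only wells as the low control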
# Target sequence (P78536 215-824 limits assumed): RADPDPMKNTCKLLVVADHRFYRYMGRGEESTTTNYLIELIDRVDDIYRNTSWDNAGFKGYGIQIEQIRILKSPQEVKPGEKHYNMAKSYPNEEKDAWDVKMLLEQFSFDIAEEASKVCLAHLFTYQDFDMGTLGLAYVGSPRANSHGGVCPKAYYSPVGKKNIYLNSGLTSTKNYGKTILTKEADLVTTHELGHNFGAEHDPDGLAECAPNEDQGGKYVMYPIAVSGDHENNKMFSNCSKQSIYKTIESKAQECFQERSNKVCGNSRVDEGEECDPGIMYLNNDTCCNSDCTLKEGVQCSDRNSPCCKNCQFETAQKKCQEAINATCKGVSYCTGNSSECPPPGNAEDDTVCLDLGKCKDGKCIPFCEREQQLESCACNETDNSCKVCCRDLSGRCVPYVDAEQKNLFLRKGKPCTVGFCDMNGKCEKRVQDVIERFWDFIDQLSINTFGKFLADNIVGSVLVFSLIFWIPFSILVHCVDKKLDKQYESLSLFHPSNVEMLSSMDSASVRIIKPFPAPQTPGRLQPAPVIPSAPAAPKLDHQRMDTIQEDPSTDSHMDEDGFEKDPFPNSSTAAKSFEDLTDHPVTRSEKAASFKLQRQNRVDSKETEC
# ARFGAP1 inh: inhibits rat ARF GTPase activating protein 1; inhibition, % at 16.5 µM; Arfgap1-stimulated ARF1 GTP hydrolysis, GDP FP detection; AID 651572; 360,000 compounds, 0.26% hits;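 active means inhibition above a per-plate limit, mean inhibition of low control wells plus 3 SD, cut at about 25% in these data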;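 further: 0% = DMSO wells with enzyme and 100% = wells lacking Arfgap1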
# Target sequence (Q62848 1-136 limits assumed): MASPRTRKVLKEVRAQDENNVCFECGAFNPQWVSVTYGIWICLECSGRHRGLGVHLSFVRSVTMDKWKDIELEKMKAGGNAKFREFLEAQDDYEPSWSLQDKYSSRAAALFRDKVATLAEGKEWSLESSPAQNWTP
#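 Assay system: Rat Arfgap1 GAP domain (His6, aa 1-136), purified enzyme | Buffer or medium: HEPES 25 mM pH 7.5, NaCl 150 mM, MgCl2, DTT | Schedule: GTP hydrolysis reaction 2 h at 25 °C | Signal: FP of antibody-bound GDP Alexa 633 tracer, ex 620/em 688 nm | Measure: Percent inhibition of Arfgap1-stimulated GTP hydrolysis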
# ASAP1 inh: ASAP1 ArfGAP inhibition; 360,000 compounds, 0.19% hits; ASAP1-stimulated ARF1 GTP hydrolysis, GDP FP detection; inhibition, % at 16.5 µM; in the data active means inhibition above about 25%;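 further: 0% = vehicle with enzyme and substrate and 100% = no enzyme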
# proKLK7 act: activates the human kallikrein-7 zymogen. purified proKLK7, EDANS-DABCYL substrate fluorescence; 100% is mature enzyme control, 0% vehicle. 370,000 compounds, 0.9% hits. P49862. activation, % at 7 µM;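 active means activation above the mean of all tested compounds plus 3 SD, computed per campaign excluding outliers beyond control limits, cut at about 13% in these data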
# PLC-gamma1 inh: PLC-gamma1 (human) inhibition, primary screen; P19174; purified PLC-gamma1, fluorogenic substrate, fluorescence; inhibition, % at 12.2 µM; 370,000 compounds, 0.84% hits; AID 720700; in the data active means inhibition above about 9.5%
# DDE Tn7 FP inh: DD(E)-Tn7 binding inhibition, primary FP screen; P02675; FP displacement of FITC-Tn7 peptide from fibrin DD(E); 0% = median of compound wells per plate; inhibition, % at 8.3 µM; 370,000 compounds, 0.13% hits; AID 720508;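 active means inhibition above the mean of compounds falling within the control limits plus 3 SD of them, cut at about 14% in these data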;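 further: 0% = plate median of compound wells and 100% = 10 µM Aha-Tn7 peptide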
#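 Assay system: human fibrin DD(E). Input: DD(E) 2 µM final. Medium: Tris buffer with calcium and detergent, pH 7.8. Compound dosing: single point at 8.3 µM. Timing: 10 min plus 3 h, room temperature. Technique: fluorescence polarization of the labelled Tn7 tracer. Read-out: percent inhibition. Replicates: singlicate testing.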
# LEDGF integ inh: blocks HIV-1 LEDGF/p75-dependent DNA integration; TR-FRET IN-LEDGF/p75 DNA integration, Eu/Cy5; inhibition, % at 3.7 µM; 370,000 compounds, 0.64% hits;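 active means inhibition above the screen-wide mean plus 3 SD, cut at about 13% in these data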;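 further: signal is the Cy5 over europium emission ratio at 671 and 618 nm; 0% = plate median of compound wells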
# Tn6 DDE FP: DD(E)-Tn6 binding inhibition, primary FP screen; 370,000 compounds, 0.21% hits; Fibrin DD(E) TRITC-Tn6 fluorescence polarization displacement; inhibition, % at 8.3 µM; AID 720509;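 active means inhibition above a per-campaign cutoff: mean of compounds within control limits plus 3 SD, cut at about 15% in these data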;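 further: 0% = median of all compound wells on the plate and 100% = blocking peptide control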
# TDP2 inh: blocks human TDP2 phosphodiesterase activity. 370,000 compounds, 0.34% hits. O95551. recombinant TDP2, T5PNP hydrolysis, p-nitrophenol absorbance 415 nm. inhibition, % at 12.8 µM;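 active means inhibition above the mean of all tested compounds plus 3 SD, set per campaign, cut at about 25% in these data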;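 further: 0% = DMSO with enzyme and 100% = buffer with substrate but no TDP2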
# Target sequence (O95551 whole entry, looked up): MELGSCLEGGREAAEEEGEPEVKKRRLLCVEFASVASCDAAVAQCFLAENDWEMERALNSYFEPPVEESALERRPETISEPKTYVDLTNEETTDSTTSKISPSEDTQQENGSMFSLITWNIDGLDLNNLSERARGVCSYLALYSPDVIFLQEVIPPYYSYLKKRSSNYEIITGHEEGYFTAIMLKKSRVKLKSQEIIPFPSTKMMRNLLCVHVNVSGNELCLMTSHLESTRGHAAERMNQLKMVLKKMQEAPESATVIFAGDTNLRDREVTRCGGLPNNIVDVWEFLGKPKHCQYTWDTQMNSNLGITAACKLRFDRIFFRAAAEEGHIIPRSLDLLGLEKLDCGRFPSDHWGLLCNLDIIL
#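 Material: recombinant human TDP2; quantity: TDP2 enzyme at 120 nM final; medium: Tris-HCl pH 7.5 with MgCl2; compound: single concentration, 12.8 µM nominal, with 1% DMSO; incubation: 2 h enzyme incubation at 37 °C; signal: epi absorbance; measure: percent inhibition; benchmarks: high control without enzyme, low control DMSO plus TDP2; repeats: singlicate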
# The depositor's hits bear a star.
no.	ADAM10 inh	ADAM17 inh	ARFGAP1 inh	ASAP1 inh	proKLK7 act	PLC-gamma1 inh	DDE Tn7 FP inh	LEDGF integ inh	Tn6 DDE FP	TDP2 inh	canonical_smiles
1	-61	-15	-2	-3	-2.4	-48	2	8	-4	-8	Cc1ccc2[nH]c(=O)c(C(c3nnnn3C(C)(C)C)N(Cc3ccco3)CC3CCCO3)cc2c1 (centres undefined)
2	0	-3	2	9	0.0	2	-5	0	-5	-4	Cc1noc(NS(=O)(=O)c2ccc(NC(=O)CCn3c(=O)oc4ccccc43)cc2)c1C
3	4	1	0	-10	0.4	-2	-1	-4	4	-8	OC(COc1ccc(Br)cc1)CN1CCC(Cc2ccccc2)CC1 (centres undefined)
4	6	4	8	-4	0.7	4	-11	4	-8	0	COc1ccccc1C(=O)NCCn1cc(SCC(=O)Nc2nnc(C)s2)c2ccccc21
5	-5	4	16	8	0.4	1	-5	-3	0	1	Cc1cccc2sc(N(CCCN(C)C)C(=O)c3ccco3)nc12
6	-1	-4	-1	-4	-0.2	-1	5	-1	-8	20	O=C(NCc1ccccc1)NC1(C(=O)N2CCCC2)CCCCC1
7	-2	-3	-8	-5	0.4	-1	5	-1	4	-5	Cc1ccc(C)c(S(=O)(=O)NCC(=O)OCC(=O)Nc2sccc2C(N)=O)c1
8	-14	-1	-1	9	0.2	0	7	-2	-2	-8	Nc1c(N(CCC2=CCCCC2)C(=O)C2CC2)c(=O)[nH]c(=O)n1Cc1ccccc1
9	-1	-1	-5	6	0.0	0	-6	3	-3	-11	CC1CCN(CC(=O)Nc2ccc(Cl)cc2[N+](=O)[O-])CC1
10	-14	-1	7	-4	0.4	0	-3	-2	4	5	Cc1ccc(-c2nc(N)c3c(-c4ccc(C)cc4)nn(C(C)(C)C)c3n2)cc1
11	-7	-8	-22	18	-0.7	-2	-2	-2	2	-4	C=CCN1C(=O)CSc2ccc(C(=O)NC3CCCCC3)cc21
12	1	1	11	11	0.9	0	-5	3	0	6	COc1ccc(-c2nc3cc([N+](=O)[O-])ccc3o2)cc1
13	-11	-4	7	9	0.1	-2	-6	-4	-4	8	CC(C)Cn1c(CCC(N)=O)nnc1SC(C)C(=O)Nc1ccc2c(c1)OCO2 (centres undefined)
14	-4	-6	-2	-4	0.5	0	4	-3	3	19	COCCCNC(=O)C(=O)Nc1cc2c3c(c1)CCN3C(=O)CC2
15	-4	-3	6	1	0.7	1	1	-4	3	-2	COc1cc(C(=O)NCCCN(C)C)ccc1OCC(=O)Nc1cccc(C(F)(F)F)c1
16	1	-2	-2	-4	-0.1	2	1	-3	-1	3	O=C(CNC(=O)C1CCCCC1)Nc1ccc(F)c(Cl)c1
17	2	1	-18	-5	0.5	1	5	-1	-3	-7	COc1ccc(Cl)cc1NC(=O)c1cc(-c2ccccc2)on1
18	-39	-20	-5	7	-4.4	-189	7	-1	-8	6	COc1ccc(-c2cc(C(=O)N3CCN(c4ccccc4O)CC3)c3ccccc3n2)cc1OC
19	0	-5	-4	-4	0.2	1	-1	-5	1	3	COc1ccc(-c2[nH]ncc2CN(CCO)Cc2cccs2)c(F)c1
20	3	1	-3	27*	0.2	-1	0	2	4	-2	Cc1ccc(SCC(=O)NC2CC2)cc1
21	-1	-3	1	2	-0.1	2	-3	2	8	5	Cc1ccc(SCc2cc(=O)[nH]c(/N=C(\N)Nc3ccccc3Sc3ccccc3)n2)cc1
22	-3	0	5	1	-0.3	1	4	1	-1	-4	O=C(NCCS(=O)(=O)N1CCN(c2ccccc2)CC1)c1cccs1
23	-6	-1	7	-2	0.4	1	0	0	-2	-1	Cn1cc(C2OC(=O)c3ccccc32)c2ccccc21 (centres undefined)
24	2	2	2	7	-0.3	0	-8	-2	-3	-1	Cc1ccc(NC(=O)c2cc(C)nc3ccccc23)cc1
25	-11	0	-7	1	0.2	-2	-1	1	5	-1	CC(C)(C)c1ccc(S(=O)(=O)N2CCN(C(=O)c3ccc4c(c3)C(=O)N(Cc3ccncc3)C4=O)CC2)cc1

# Part of the list above, as labelled records.
9) CC1CCN(CC(=O)Nc2ccc(Cl)cc2[N+](=O)[O-])CC1
  ADAM10 inh = -1
  ADAM17 inh = -1
  ARFGAP1 inh = -5
  ASAP1 inh = 6
  proKLK7 act = 0.0
  PLC-gamma1 inh = 0
  DDE Tn7 FP inh = -6
  LEDGF integ inh = 3
  Tn6 DDE FP = -3
  TDP2 inh = -11

10) Cc1ccc(-c2nc(N)c3c(-c4ccc(C)cc4)nn(C(C)(C)C)c3n2)cc1
  ADAM10 inh = -14
  ADAM17 inh = -1
  ARFGAP1 inh = 7
  ASAP1 inh = -4
  proKLK7 act = 0.4
  PLC-gamma1 inh = 0
  DDE Tn7 FP inh = -3
  LEDGF integ inh = -2
  Tn6 DDE FP = 4
  TDP2 inh = 5

# Structures above that contain fluorine:
no.	ADAM10 inh	ADAM17 inh	ARFGAP1 inh	ASAP1 inh	proKLK7 act	PLC-gamma1 inh	DDE Tn7 FP inh	LEDGF integ inh	Tn6 DDE FP	TDP2 inh	canonical_smiles
15	-4	-3	6	1	0.7	1	1	-4	3	-2	COc1cc(C(=O)NCCCN(C)C)ccc1OCC(=O)Nc1cccc(C(F)(F)F)c1
16	1	-2	-2	-4	-0.1	2	1	-3	-1	3	O=C(CNC(=O)C1CCCCC1)Nc1ccc(F)c(Cl)c1
19	0	-5	-4	-4	0.2	1	-1	-5	1	3	COc1ccc(-c2[nH]ncc2CN(CCO)Cc2cccs2)c(F)c1

# Going on with the list:
no.	ADAM10 inh	ADAM17 inh	ARFGAP1 inh	ASAP1 inh	proKLK7 act	PLC-gamma1 inh	DDE Tn7 FP inh	LEDGF integ inh	Tn6 DDE FP	TDP2 inh	canonical_smiles
26	-23	-9	5	-2	-0.7	4	-4	-5	-10	1	COC(=O)[C@H](NC(=O)c1cc(-c2ccccc2)nc2ccccc12)c1ccccc1
27	9	-2	12	1	0.1	5	-3	2	-14	-18	CC(C)c1ccc(NC(=O)CN2C(=O)NC3(CCCCCCC3)C2=O)cc1
28	2	2	-1	1	-0.7	1	-5	6	14	-5	COc1ccc(NC(=O)CC(c2ccco2)C(C)C)cc1 (centres undefined)
29	-25	-12	5	1	0.3	-3	-2	-1	-7	-3	Cc1ccc2c(c1)nc(NCCO)n2C
30	-2	-1	4	-4	0.5	3	-7	1	7	0	Cc1[nH]ccc(=O)c1OCc1ccccc1
31	-6	-8	-5	-1	-0.6	11*	5	2	5	-3	C=CCn1c(SCn2nnc3ccccc3c2=O)nnc1-c1ccc(Cl)cc1
32	-1	0	2	8	-0.2	0	-10	2	-5	-3	O=C(O)c1cccc(Nc2ncnc3ccccc23)c1
33	3	-1	-8	5	-0.1	0	6	-3	-1	-7	O=C1CCCc2ccccc2N1Cc1ccc(Cl)cc1Cl
34	-132	-44	0	0	-1.4	-138	9	-2	6	2	CN1CCN(c2nc(-c3ccccc3)c3cc(Cl)ccc3n2)CC1
35	-12	-7	0	-5	-5.7	-16	1	-3	0	-3	CCc1cc2c(SCc3nc4sc(C(C)=O)c(C)c4c(=O)[nH]3)ncnc2s1
36	-1	-2	-4	-3	0.5	0	1	0	-1	-4	COC1c2ccccc2C(=O)N1Cc1ccc(F)cc1 (centres undefined)
37	-22	-1	7	-15	0.1	-18	-5	1	-1	-2	Fc1ccc(-c2nc3ccc(Br)cn3c2Cc2ccccc2C(F)(F)F)cc1
38	1	1	4	-3	0.2	2	-5	-1	3	-3	CC(N1CCOC1=O)S(=O)(=O)c1ccccc1 (centres undefined)
39	2	4	9	-3	0.5	2	6	-1	-6	7	CS(=O)(=O)N(CC(=O)NCc1cccnc1)Cc1ccc(Cl)cc1
40	1	2	9	0	-0.5	1	8	-1	1	-5	O=C(c1cc(F)cc2c1OCOC2)N1CCN(c2ccc(F)cc2)CC1
41	-17	-4	-8	-12	0.5	4	7	-2	11	6	O=S(OCCN1CCCC1)C(c1ccccc1)c1ccccc1 (centres undefined)
42	5	0	-3	-2	0.2	2	0	3	2	-4	CC(C)=CCN1CCN(Cc2cccc3nccnc23)CC1CCO (centres undefined)
43	-77	-24	-7	-14	24*	-117	-3	4	2	11	COc1ccc(C2=Cc3ccc(OC(C)=O)cc3OC2)cc1
44	5	-2	-3	3	0.4	2	3	1	6	1	CC(CNC1CCCCC1)OC(=O)c1ccccc1 (centres undefined)
45	0	-4	-1	4	-0.4	-1	-1	-1	-1	8	COc1cc(C(Nc2ccc(S(=O)(=O)N3CCC(C)CC3)cc2)C(=O)NCC2CCCO2)cc(OC)c1OC (centres undefined)
46	-3	-4	-2	10	-0.1	-1	-7	5	4	-3	CCOc1ccc(C2C(C#N)=C(N)Oc3cc(C)n(CCN(C)C)c(=O)c32)cc1OCC (centres undefined)
47	6	2	13	2	-0.8	10*	9	-3	-2	9	NC(=O)CC(NC(=O)Cc1cccc2ccccc12)c1ccc(NC2CCC2)c([N+](=O)[O-])c1 (centres undefined)
48	3	-2	-6	-4	0.1	2	2	-4	1	-2	CSCCC(NS(=O)(=O)c1ccc2c(c1)oc(=O)n2C)C(=O)NC1CCCCC1 (centres undefined)
49	-4	-3	-4	-1	0.5	1	5	-3	10	16	C=C(C)Cn1c(N2CCN(c3ccc(OC)cc3)CC2)nc2c1c(=O)n(C)c(=O)n2C
50	-291	-91	-5	9	-14	-255	0	0	2	-1	COc1cc2ccc(-c3ccc4ccccc4n3)cc2cc1OC
51	-9	-1	-4	5	0.1	1	-6	2	-2	-7	CC(C)CCC1=NN(C(=O)c2ccco2)C(O)(C(F)(F)F)C1 (centres undefined)

# Compound profiles (already shown):
# Fc1ccc(-c2nc3ccc(Br)cn3c2Cc2ccccc2C(F)(F)F)cc1 as listed: ADAM10 inh = -22; ADAM17 inh = -1; ARFGAP1 inh = 7; ASAP1 inh = -15; proKLK7 act = 0.1; PLC-gamma1 inh = -18; DDE Tn7 FP inh = -5; LEDGF integ inh = 1; Tn6 DDE FP = -1; TDP2 inh = -2
# COc1cc(C(=O)NCCCN(C)C)ccc1OCC(=O)Nc1cccc(C(F)(F)F)c1 as listed: ADAM10 inh = -4; ADAM17 inh = -3; ARFGAP1 inh = 6; ASAP1 inh = 1; proKLK7 act = 0.7; PLC-gamma1 inh = 1; DDE Tn7 FP inh = 1; LEDGF integ inh = -4; Tn6 DDE FP = 3; TDP2 inh = -2
# COc1cc2ccc(-c3ccc4ccccc4n3)cc2cc1OC as listed: ADAM10 inh = -291; ADAM17 inh = -91; ARFGAP1 inh = -5; ASAP1 inh = 9; proKLK7 act = -14; PLC-gamma1 inh = -255; DDE Tn7 FP inh = 0; LEDGF integ inh = 0; Tn6 DDE FP = 2; TDP2 inh = -1
